# Luc counter – Counterscreen for Luciferase (Kinase-Glo TM) Inhibition; Kinase-Glo luciferase, ATP luminescence, 8 min; AID 1379, 2008; 200,000 tested, 0.28% active; Luciferin 4-monooxygenase (Photuris pensylvanica), Q27757; Potency, µM (doses to about 38.3 µM), for inactives: top-dose activity change, negative = inhibition, most hits filed as inhibitors; note: potency is the fitted concentration of half-maximal effect; % is set by controls: 0 for no effect and ±100 for the full control effect; nearly all actives have a fitted effect of over 60% in size
#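 Light output from Kinase-Glo luciferase with luciferin and 10 uM ATP in 50 mM imidazole pH 7.2, KCl, MgCl2, Tween 20, BSA; compound pin-delivered, 8-min ambient incubation, then luminescence read.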
# L3MBTL1 block – qHTS Assay for the Inhibitors of L3MBTL1 | 230,000 tested, 0.66% active | AlphaScreen L3MBTL1–H3K9me1 peptide binding | Potency, µM (doses to about 57.1 µM), inactives show at the highest dose activity, negative = inhibition, hits mostly inhibitors; note: potency is the fitted concentration of half-maximal effect; % is set by controls: 0 for no effect and ±100 for the full control effect; nearly all actives have a fitted effect of over 60% in size
#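 AlphaScreen proximity signal between nickel-chelate acceptor and streptavidin donor beads (final 10 ug/mL) reports binding of 50 nM L3MBTL1 to 75 nM biotin-H3 K9me1 peptide; complex incubated with compounds 30 min at room temperature; cefsulodin titration as control.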
# NPSR antag – qHTS Assay for Antagonists of the Neuropeptide S Receptor: cAMP Signal Transduction; Q6W5P4; CHO-NPSR cells, cAMP TR-FRET, antagonist mode; Potency, µM (top dose mostly 38.3 µM), for the others: at the top dose activity change, negative = inhibition, hits mostly inhibitors; 220,000 tested, 1% active; note: potency is the fitted concentration of half-maximal effect; % is set by controls: 0 for no effect and ±100 for the full control effect; nearly all actives have a fitted effect of over 50% in size; many of its hits are not listed in these tables
# Target sequence (Q6W5P4 whole entry, looked up): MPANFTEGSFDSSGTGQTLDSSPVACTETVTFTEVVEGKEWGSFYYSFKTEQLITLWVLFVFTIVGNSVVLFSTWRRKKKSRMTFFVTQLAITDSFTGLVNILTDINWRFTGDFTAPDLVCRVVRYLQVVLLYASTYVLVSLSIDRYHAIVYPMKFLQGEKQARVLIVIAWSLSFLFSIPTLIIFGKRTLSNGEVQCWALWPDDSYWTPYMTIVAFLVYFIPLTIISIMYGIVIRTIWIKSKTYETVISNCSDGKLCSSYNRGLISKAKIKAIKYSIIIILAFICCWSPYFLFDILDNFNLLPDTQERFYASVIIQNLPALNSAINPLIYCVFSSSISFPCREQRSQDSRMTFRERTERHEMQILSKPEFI
# IMPase Li cell – qHTS Assay for Identifying the Cell-Membrane Permeable IMPase Inhibitors: Potentiation with Lithium; CHO-M1 cells, IP1 TR-FRET (IP-One), carbachol + lithium; 210,000 tested, 0.35% active; Potency, µM (doses to about 59.4 µM), for the others: at the top dose activity, negative = IMPase inhibition, hits mostly inhibitors; AID 1457, 2008;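 note: IP1 builds up when IMPase is blocked and the TR-FRET signal falls; potency is the fitted concentration of half-maximal effect; plate controls were basal vehicle for no effect and high inhibitor control for full effect; nearly all actives have a fitted effect of over 50% in size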
#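 Lithium-sensitised IP1 accumulation assay; M1-expressing CHO cells treated 30 min at 37C with compound. Competitive antibody detection by time-resolved FRET followed a 10 min room-temperature lysis step.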
# CBFb-RUNX1 inh – qHTS Assay for Compounds Blocking the Interaction Between CBF-beta and RUNX1 for the Treatment of Acute Myeloid Leukemia | Runt-related transcription factor 1 (Homo sapiens) + Core-binding factor subunit beta … | AlphaScreen CBFb-His/RUNX1-biotin binding, biochemical | Potency, µM (doses to about 59.8 µM), for inactives: at the highest dose activity, negative = inhibition, most hits filed as inhibitors | 230,000 tested, under 10 active; note: % of control where 0% means no effect
# Target sequence (Q01196 whole entry, looked up): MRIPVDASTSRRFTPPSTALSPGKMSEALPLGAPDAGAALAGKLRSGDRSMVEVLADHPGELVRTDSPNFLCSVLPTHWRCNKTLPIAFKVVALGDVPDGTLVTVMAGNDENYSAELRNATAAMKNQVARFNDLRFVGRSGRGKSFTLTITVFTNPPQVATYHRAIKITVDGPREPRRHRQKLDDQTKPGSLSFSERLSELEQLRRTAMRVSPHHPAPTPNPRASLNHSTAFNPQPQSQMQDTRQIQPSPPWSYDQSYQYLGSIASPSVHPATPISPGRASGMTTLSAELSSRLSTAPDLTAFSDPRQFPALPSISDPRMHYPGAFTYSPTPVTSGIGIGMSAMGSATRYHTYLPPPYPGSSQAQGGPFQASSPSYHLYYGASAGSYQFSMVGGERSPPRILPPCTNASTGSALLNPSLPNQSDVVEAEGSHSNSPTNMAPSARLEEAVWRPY
# Target sequence (Q13951 whole entry, looked up): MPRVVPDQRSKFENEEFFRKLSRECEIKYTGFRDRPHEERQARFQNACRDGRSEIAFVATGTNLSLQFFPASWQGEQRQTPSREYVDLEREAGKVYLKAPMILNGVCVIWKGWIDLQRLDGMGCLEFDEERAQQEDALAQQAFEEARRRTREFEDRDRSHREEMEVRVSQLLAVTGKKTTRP
#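 CBF-beta (His) and RUNX1 (biotin), 30 nM each; 20 min preassociation; + compound, 15 min; + beads 50 ng each (Ni, streptavidin), 90 min; RT; AlphaScreen read.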
# HTT aggregate – qHTS Multiplex Assay to Identify Dual Action Probes in a Cell Model of Huntington: Aggregate Formation (GFP). 220,000 tested, 1.1% active. AID 1688, 2009. Potency, µM (titrated, usually from 46.1 µM), for inactives: top-dose activity change, negative = inhibition, actives largely listed as inhibitors. PC12 HttQ103-GFP aggregates, Acumen cytometry, 40 h; note: potency is the fitted concentration of half-maximal effect; % is set by controls: 0 for no effect and ±100 for the full control effect; nearly all actives have a fitted effect of over 60% in size
#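 Inducible Q103 Huntingtin exon 1–GFP PC12 line, 1500 cells/well in phenol red free DMEM with 5% equine and 5% calf serum. Tebufenozide 100 nM induced expression; compounds titrated; aggregates quantified by cytometry.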
# Epigenetic derep – Quantitative High-Throughput Screen for Regulators of Epigenetic Control | murine LDR cells, GFP reporter derepression, 30 h | Potency, µM (doses to about 53.9 µM), inactives show top-dose GFP activation, most hits filed as activators | 280,000 tested, 0.2% active | AID 1865, 2009; note: potency is the fitted concentration of half-maximal effect; % of control where 0% means no effect; nearly all actives have a fitted effect of over 60% in size
#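 Murine LDR cells carrying a silenced, genomically integrated CMV-driven GFP reporter were exposed to compound for 30 hours at 37 C. After PBS washes, GFP-positive cells (20–120 um objects) were counted by laser-scanning microplate cytometry.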
# * hit, by the source's call; ? = inconclusive; · = no result given; & = joins results of further samples; [ ] = dose if it differs, or a comment. Calls come from the whole dose curve; as a rule, active = well fitted curve in the direction sought with a large enough effect; inconclusive = small, poorly fitted or top-dose-only effect, or another doubt; inactive = no such curve, though single readings can be large; an effect the other way counts as inactive or inconclusive. A portion of the library; count on the stated rates, not on these rows.
SMILES,Luc counter,L3MBTL1 block,NPSR antag,IMPase Li cell,CBFb-RUNX1 inh,HTT aggregate,Epigenetic derep
CCCCCC(=O)NNC(=S)NC(C)=O,1.6%,19.3%,-27.4%,-5.5%,13.6%,-13.3%[9.22 µM],0.0%
Cc1ccc(-c2cc(C(=O)N/N=C/c3c[nH]c4ccccc34)n[nH]2)o1,1.0%,-10.1%,-4.7%,0.5%,0.7%,-25.8%,-1.0%
C=C1C(C(=O)Nc2ccc(OCC)cc2)C1C(=O)Nc1ccc(OCC)cc1 (stereo unspecified),2.4%,4.8%,12.9%,-3.3%,6.7%,-7.8%,?
O=C(CN1CCOCC1)Nc1scc(-c2ccccc2)c1C(=O)N1CCOCC1,-0.7%,-7.2%,1.8%[46.1 µM],7.2%[38.3 µM],0.9%,2.0%,0.0%
O=c1[nH][nH]c2c(N=Cc3ccccc3O)ccc(F)c12,·,3.55µM*,51.0%,·,·,-8.1%[9.22 µM],2.2%
CN(Cc1ccccc1)C(=O)c1ccco1,-0.7%,-14.1%,-3.0%,0.8%,4.3%,-12.0%[9.22 µM],0.1%
COc1cccc2c(C)c(C(=O)O)[nH]c12,2.1%,25.1µM*,-5.6%[46.1 µM],-2.5%,·,?,1.7%
COCC(C)NCc1cccc(OC)c1OC (stereo unspecified),-3.5%,-1.7%,2.8%[46.1 µM],-22.8%[38.3 µM],3.2%,3.9%,0.6%
CCN(CC)S(=O)(=O)c1ccc(C(=O)Nc2nnc(NC(=S)Nc3ccccc3)s2)cc1,·,4.6%,?,·,-22.5%,8.9%[9.22 µM],2.4%
CCCc1cc(=O)n2[nH]c(NCc3cccs3)nc2n1,-4.7%,·,0.8%[46.1 µM],21.1%[38.3 µM],0.3%,17.2%,-0.1%
O=C(NCc1ccc(F)cc1)C1C2C=CC3(CN(Cc4cccnc4)C(=O)C13)O2 (stereo unspecified),-0.8%,10.4%,7.3%[46.1 µM],2.8%[38.3 µM],-4.2%,19.8%,0.0%
Nc1cnn(Cc2ccccc2F)c1,2.4%,?,1.3%,9.4%,?,31.3%,0.1%
CC(=O)Nc1ccc2c(COC(=O)CC3Sc4ccccc4NC3=O)cc(=O)oc2c1 (stereo unspecified),3.9%,25.1µM*,-0.3%,-3.8%,?,28.1%,?
COc1ccc(Cl)cc1NC(=S)NN1CCOCC1,-0.5%,-3.3%[2.29 µM],-3.4%,-2.7%,1.8%,-2.7%,-2.3%
Cc1ccc(NCc2nnc(SCC(N)=O)o2)c(C)c1,-1.1%,-11.9%,-10.6%,-0.1%,-6.3%,-4.0%[9.22 µM],0.0%
O=C(NCc1ccco1)c1ccc2c(c1)N(Cc1ccccc1)CCS2,·,-25.4%,-31.3%,·,-23.8%,-1.6%[9.22 µM],-1.1%
CCOc1ccc(-n2c(-c3ccccc3)c[n+]3c2CCC3)cc1,-1.7%,3.2%,5.1%,29.4%,2.2%,6.31µM*,2.1%
COc1ccc2cc3cc(C(=O)NCCc4ccc(OC)c(OC)c4)oc3nc2c1,-2.0%,51.2%[activator],-14.2%[46.1 µM],16.5%[38.3 µM],0.8%,-14.8%,-1.1%
COc1ccc(Cc2noc(-c3ccc(C)cc3)n2)cc1,-4.3%,55.2%[activator],-14.9%[46.1 µM],25.1%[38.3 µM],?,-6.9%,0.0%
CCCCC[C@H](O)/C=C/[C@H]1C=CC(=O)[C@@H]1CCCCCCC(=O)O,-1.6%,·,·,4.4%&7.1%,9.6%&-6.7%,·,0.8%&0.0%
Cc1ccnc(NS(=O)(=O)c2ccc(NC(=O)C3CCCCC3C(=O)O)cc2)n1 (stereo unspecified),1.9%,2.6%,1.2%[46.1 µM],-6.8%[38.3 µM],5.8%,-2.4%,-0.9%
Cc1n[nH]c(=O)n1-c1cccc(C(F)(F)F)c1,-0.7%,2.4%,2.1%[46.1 µM],-9.4%[38.3 µM],2.7%,-6.1%,0.0%
CC(C)(C)c1ccc(-c2cc(N)n[nH]2)cc1,-6.3%,·,14.5%[46.1 µM],-26.6%[38.3 µM],-13.8%,-15.2%,-3.6%
OCCC1CN(C2CCN(c3ccccc3)CC2)CCN1Cc1ccc(F)c(F)c1 (stereo unspecified),-0.6%,-22.4%,7.0%,33.2%[activator],6.9%,9.8%[9.22 µM],0.0%
O=S(=O)(Nc1ccc2ccccc2n1)c1ccc2c(c1)CCO2,·,2.9%,-13.0%,·,3.5%,10.7%[9.22 µM],-0.2%
CCN1CCN(S(=O)(=O)c2ccc(S(=O)(=O)N(CC)Cc3ccccc3)cc2)CC1,-1.6%,1.6%,-13.8%[46.1 µM],37.8%[activator][38.3 µM],3.8%,-7.7%,-9.5%
O=C(/C=C/c1ccco1)Nc1ccc(-c2nc3ccccc3[nH]2)cc1,2.1%,12.2%,3.1%,-2.3%,?,?,-1.8%
COc1ccccc1/C=C/C=N/NC(=O)c1ccccn1,-4.5%,?,-50.5%,9.5%,-10.2%,-8.0%,-1.1%
O=C(COC(=O)c1sc2ccccc2c1Cl)Nc1ncc(Cl)cc1Cl,-2.0%,-15.3%,-12.3%,?,-7.5%,0.9%,?
O=C(Nc1ccccn1)c1ccc(S(=O)(=O)c2ccc(Cl)cc2)cc1,-0.4%,6.0%,8.3%,12.2%,-0.5%,24.2%[9.22 µM],1.0%
O=C(Nc1cccnc1)c1cnn2cccnc12,4.4%,·,-5.1%[46.1 µM],17.5%[38.3 µM],0.5%,?,-1.0%
CCOC(=O)CNc1c(-c2ccc(F)cc2)nc2cnccn12,1.5%,·,-25.8%[46.1 µM],9.8%[38.3 µM],8.3%,4.6%,3.4%
CCCOc1ccc(/C=c2\sc3nc(-c4ccco4)nn3c2=O)cc1OCC,1.2%,-23.2%,-10.2%[46.1 µM],-3.2%,-1.2%,0.6%,0.0%
COc1cc(NC(=O)c2cccs2)ccc1NC(=O)c1cc2ccccc2o1,0.2%,5.6%,-40.8%,-3.1%,-5.3%,15.5%,4.7%
COc1ccc(C(=O)Nc2ccncc2)cc1OC,-14.9%,·,3.1%[46.1 µM],-13.3%[38.3 µM],8.8%,13.2%,2.1%
CSc1nc(C)cc(OCCNS(=O)(=O)c2cc(C)ccc2C)n1,0.0%,?,-17.9%[46.1 µM],24.5%[38.3 µM],6.1%,21.4%,0.0%
CCOC(=O)N1CCC(N(CCN(C)C)C(=S)Nc2ccccc2OC)CC1,15.2%,·,8.5%,3.4%,-1.6%,3.3%,4.7%
COc1cccc(OC)c1C(=O)N1CCN(c2c(Cc3ccccc3)c(C)nc3ncnn23)CC1,12.9%,8.2%,-4.1%[7.67 µM],3.6%[38.3 µM],1.5%,10.3%,4.0%
O=CNC1CCCc2c1[nH]c1ccc(Cl)cc21 (stereo unspecified),-0.5%,-6.9%,0.2%[46.1 µM],-8.7%[38.3 µM],-13.7%,35.7%,-3.0%
Cc1ccc(Oc2nc3c(C)cccn3c(=O)c2/C=C(\C#N)C(N)=O)cc1,·,-6.5%,43.2%,·,13.3%,10.1%[9.22 µM],-1.3%

# Single records (already shown). Values in the order: Luc counter	L3MBTL1 block	NPSR antag	IMPase Li cell	CBFb-RUNX1 inh	HTT aggregate	Epigenetic derep
# Cc1n[nH]c(=O)n1-c1cccc(C(F)(F)F)c1 reads -0.7%	2.4%	2.1%[46.1 µM]	-9.4%[38.3 µM]	2.7%	-6.1%	0.0%
# O=CNC1CCCc2c1[nH]c1ccc(Cl)cc21 (stereo unspecified) reads -0.5%	-6.9%	0.2%[46.1 µM]	-8.7%[38.3 µM]	-13.7%	35.7%	-3.0%

# A draw from above in order of count of non-hydrogen atoms, smallest number first:
SMILES,Luc counter,L3MBTL1 block,NPSR antag,IMPase Li cell,CBFb-RUNX1 inh,HTT aggregate,Epigenetic derep
O=C(Nc1cccnc1)c1cnn2cccnc12,4.4%,·,-5.1%[46.1 µM],17.5%[38.3 µM],0.5%,?,-1.0%
O=C(Nc1ccccn1)c1ccc(S(=O)(=O)c2ccc(Cl)cc2)cc1,-0.4%,6.0%,8.3%,12.2%,-0.5%,24.2%[9.22 µM],1.0%
Cc1ccc(Oc2nc3c(C)cccn3c(=O)c2/C=C(\C#N)C(N)=O)cc1,·,-6.5%,43.2%,·,13.3%,10.1%[9.22 µM],-1.3%

# (continued)
SMILES,Luc counter,L3MBTL1 block,NPSR antag,IMPase Li cell,CBFb-RUNX1 inh,HTT aggregate,Epigenetic derep
CN(C)S(=O)(=O)c1ccc(NC(=O)N2CCN(c3cccc(C(F)(F)F)c3)CC2)cc1,1.3%,-0.2%,-11.1%[46.1 µM],5.5%,1.7%,?,0.0%
O=C1NC(=O)C(c2ccccc2[N+](=O)[O-])=C1Nc1ccc(O)c(Cl)c1,0.4%&0.5%,·,-25.9%[46.1 µM],4.6%&49.4%&10.5%,?,·,-1.1%&1.1%&-1.1%
O=C(/C=C/c1ccc(Cl)c([N+](=O)[O-])c1)Nc1ccc(NC(=O)c2ccco2)cc1,4.2%,3.8%,-20.9%,0.9%,2.9%,?,1.1%
CCOc1ccc(NS(=O)(=O)c2ccc3c(c2)N(C(C)=O)CC3)cc1,0.0%,-2.1%,-2.9%,6.1%,16.6%,-2.8%[9.22 µM],-5.7%
Clc1c(-c2nnc3n2CCCCC3)sc2ccccc12,-1.7%,2.0%,-0.1%[46.1 µM],-3.2%[38.3 µM],-3.4%,?,-0.2%
O=C(Nc1nccs1)C1CC(=O)N(c2ccc(Cl)cc2)C1 (stereo unspecified),2.2%,-3.4%,3.3%,6.8%,13.5%,-9.5%,-0.2%
CCOC(=O)C1(CCCc2ccccc2)CCN(Cc2cnc(C)s2)CC1,-3.2%,-16.8%,39.8%,21.5%,-1.6%,0.3%[9.22 µM],4.8%
c1cn(CCCNC2=NCCCCC2)cn1,-1.9%,-7.4%,6.0%[46.1 µM],-1.0%[38.3 µM],-3.5%,9.1%,-1.6%
Cc1ccccc1OCC(=O)OC(C)CN1CCN(C)CC1 (stereo unspecified),-1.8%,-0.3%,-5.7%[46.1 µM],-4.4%[38.3 µM],2.5%,28.8%,1.5%
COCCN1Cc2cccc(C(=O)Nc3cccc(OC)c3)c2C1=O,3.1%,4.6%,-10.1%[46.1 µM],-0.4%[38.3 µM],-0.6%,-5.3%,-1.1%
C/C(=N\N1CCN(C2c3ccccc3-c3ccccc32)CC1)c1ccco1,-1.0%,-11.4%,-9.3%,-1.1%,-11.3%,7.0%,1.0%
COc1ccc(N2C(=S)NC3c4cc(Cl)ccc4OC2(C)C3C(=O)N(C)C)cc1 (stereo unspecified),·,·,14.5%,-9.4%,-11.5%,-13.8%,-1.3%
